KKLEB cytotox: reduces viability of KKLEB cystic fibrosis airway cells | KKLEB CF airway cells viability, ATPlite luminescence, overnight; hits give low values; cells stimulated with P. aeruginosa culture filtrate | activity change (cytotoxicity), % at 5 µM | hit rate 0.36% among 360,000 | AID 602141;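 active means corrected activity change at or below -50% at 5 µM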
Vif inh: HIV Vif inhibition | hit rate 0.35% among 340,000 | HEK293T cells, Vif self-association by quenched fluorescence, imaging, 24 h | inhibition, % at 7.49 µM; in the data active means inhibition above about 50%, passing the limit was not always enough; inconclusive means no clear call, values can overlap the other calls; inactive means below about 31%; further: some results filed as inactive read as strong as hits
NR2E3 ag-1: agonists of human nuclear receptor NR2E3; Q9Y5X4; GST-NR2E3/biotin-RetCOR TR-FRET, 1536-well; inhibition of corepressor binding, % at 4.78 µM; hit rate 0.12% among 320,000; AID 2300;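 active means percent inhibition above the cutoff of mean plus 3 SD of all tested compounds, set per screening campaign, cut at about 20% in these data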;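 further: 0% = DMSO wells and 100% = biotin wells as full block of FRET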
Target sequence (Q9Y5X4 whole entry, looked up): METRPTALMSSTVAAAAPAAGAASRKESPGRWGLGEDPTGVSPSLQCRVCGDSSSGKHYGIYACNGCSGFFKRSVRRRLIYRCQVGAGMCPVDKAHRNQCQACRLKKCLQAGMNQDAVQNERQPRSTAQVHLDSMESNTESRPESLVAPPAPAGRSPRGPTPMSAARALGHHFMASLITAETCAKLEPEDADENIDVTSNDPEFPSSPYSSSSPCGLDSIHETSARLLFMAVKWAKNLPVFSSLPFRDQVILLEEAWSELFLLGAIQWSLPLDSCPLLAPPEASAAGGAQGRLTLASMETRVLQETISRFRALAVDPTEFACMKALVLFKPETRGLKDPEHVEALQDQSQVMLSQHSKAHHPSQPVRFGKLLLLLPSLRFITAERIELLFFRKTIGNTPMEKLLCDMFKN
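system = GST-tagged NR2E3 plus biotinylated RetCOR corepressor | input = 1.35 nM GST-NR2E3 | also added = 7 nM biotin-RetCOR | schedule = 5 h incubation at 4 °C | measured by = TR-FRET with europium anti-GST and streptavidin-D2, 340 nm excitation | read-out = percent loss of FRET ratio relative to control wells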
Shn3 inh set2: reduces Shn3 3'UTR luciferase signal in osteoblasts. Clone20 osteoblast Shn3 3'UTR firefly luciferase, 24 h. inhibition, % at 12.5 µM. hit rate 0.52% among 360,000. AID 588674;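 active means mean inhibition of at least 75% with every replicate also reaching 75%; inconclusive means mean inhibition at least 75% but some replicate below; inactive means mean inhibition below 75%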;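 further: 0% = median of neutral control wells and 100% = pilot-screen positive control compound; some compounds past the cut are filed as inactive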
TRPM1 prom inh: MITF TRPM1 promoter inhibition in SK-MEL-5 cells; AID 488899; SK-MEL-5 TRPM1 promoter luciferase, 24 h; hit rate 0.83% among 330,000; inhibition, % at 12.5 µM;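 active means mean inhibition across replicates of 60% or more, whatever share of single replicates reaches that level; inconclusive means some that reach 60%, reason not given; inactive means mean inhibition across replicates below 60%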; further: values of inactives mirror those of a sister screen read the other way
PDI turbidity: inhibitors of human protein disulfide isomerase | P07237 | hit rate 0.052% among 350,000 | PDI insulin aggregation turbidity, A650, 90 min | inhibition, % at 10 µM;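 active means mean inhibition across replicates of 30% or more, whatever share of single replicates reach that level; inconclusive means mean inhibition below 30% while every single replicate reaches 30%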;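 further: absorbance from insulin aggregation driven by PDI reduction with DTT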
Target sequence (P07237 whole entry, looked up): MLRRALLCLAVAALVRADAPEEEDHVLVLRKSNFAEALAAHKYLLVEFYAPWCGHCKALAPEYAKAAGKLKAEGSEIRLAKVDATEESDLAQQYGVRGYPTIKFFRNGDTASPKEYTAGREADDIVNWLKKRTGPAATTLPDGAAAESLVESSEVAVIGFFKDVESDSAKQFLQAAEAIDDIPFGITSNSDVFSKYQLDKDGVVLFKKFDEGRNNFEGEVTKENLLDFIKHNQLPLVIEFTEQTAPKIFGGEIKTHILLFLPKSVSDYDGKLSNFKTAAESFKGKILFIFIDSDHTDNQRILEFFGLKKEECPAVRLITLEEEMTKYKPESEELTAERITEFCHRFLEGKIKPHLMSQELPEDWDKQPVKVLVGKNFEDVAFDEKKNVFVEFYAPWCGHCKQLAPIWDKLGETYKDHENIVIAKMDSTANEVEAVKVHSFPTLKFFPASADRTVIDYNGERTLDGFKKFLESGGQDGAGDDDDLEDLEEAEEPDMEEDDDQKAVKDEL
CF NFkB inh: cystic fibrosis NF-kB activation inhibition; KKLEB NF-kB-GFP reporter, PAF-induced, GFP fluorescence overnight; inhibition, % at 5 µM; hit rate 0.86% among 360,000; AID 588850;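 active means at least 50% inhibition at 5 µM, scaled per plate between neutral and stimulator controls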;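 further: PAF is a Pseudomonas aeruginosa culture filtrate used as stimulus; plate controls were PAF-stimulated DMSO wells for no effect and unstimulated DMSO wells for full effect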
NR2E3 ag-2: activates human NR2E3 receptor; Q9Y5X4; hit rate 0.35% among 360,000; inhibition of corepressor binding, % at 3.98 µM; CHO-S Gal4-NCOR/VP16-NR2E3 two-hybrid, luciferase; AID 602229;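 active means inhibition above the mean of all tested compounds plus 3 SD, cut at about 70% in these data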;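 further: 0% = DMSO with NR2E3 transfected cells and 100% = cells lacking NR2E3 construct; higher means lower luciferase signal from less NR2E3 corepressor binding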
Peg3 promoter: reduces Peg3 promoter-driven luciferase expression in HeLa; hit rate 1.7% among 360,000; inhibition, % at 20 µM; HeLa PEG-Prom luciferase reporter, luminescence, overnight;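 active means inhibition of at least 50% at 20 µM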
CaV13 FRET inh: Primary screen for inhibitors of IQ motif and Ca2+-dependent inactivation inhibitor domain binding in CACNA1D, Förster resonance energy transfer in living cells, … | inhibition, % at 12.3 µM | hit rate 0.098% among 340,000 | HEK cells, CFP/YFP FRET ICDI-IQ, plate reader, 10 min; percent FRET-ratio fall versus neutral wells;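 active means mean replicate inhibition of at least 30% and at least 1% of replicates passing that level; inconclusive means only one of the two criteria is met; inactive means neither criterion is met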;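 further: 0% = median of the neutral control wells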
HIF-2a block: inhibitors of HIF-2a; 786-0 RCC cells HIF-2a reporter, luciferase luminescence, overnight; inhibition, % at 18.8 µM; hit rate 0.72% among 360,000;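 active means inhibition of the luminescence signal of 40% or more relative to plate controls, in a single-dose primary screen at 18.75 µM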
The depositor's hits bear a star; ? = inconclusive; / = not tested or not shown.

#	canonical_smiles	KKLEB cytotox	Vif inh	NR2E3 ag-1	Shn3 inh set2	TRPM1 prom inh	PDI turbidity	CF NFkB inh	NR2E3 ag-2	Peg3 promoter	CaV13 FRET inh	HIF-2a block
1	Cc1ccc(Cl)cc1NC(=O)CN1C(=O)COc2ccc(S(=O)(=O)N3CCOCC3)cc21	-10.3	-1.8	-0.8	-15.7	-0.2	2.4	-10.8	1.3	7.3	-3.5	9.1
2	CC(C)(C)c1ccc(/C=N/N2C(=O)CSC2=S)cc1	-1.6	1.5	3.2	3.0	10.3	0.5	-8.7	7.7	17.0	-2.7	57.0*
3	Cc1ccc(Cn2c(=N)c(C(=O)NCC3CCCO3)cc3c(=O)n4ccccc4nc32)cc1 (configuration not stated)	-0.7	17.4	0.9	15.2	-10.3	9.6	6.3	-41.8	-10.5	14.6	-9.4
4	Cc1ccc(C)n1NC(=O)c1ccccc1Cl	10.7	17.6	3.2	-4.9	7.0	-4.5	-44.2	-18.1	-1.1	-3.9	9.4
5	COc1ccc(Cc2c(C3CCCCC3)nc3c4ccccc4ccn23)c(C)c1	22.2	/	/	12.3	/	/	-18.7	-6.7	-21.8	-6.6	-24.0
6	Cc1nc([N+](=O)[O-])cn1-c1ccc(N)cc1	4.9	9.6	2.1	0.7	-5.4	-2.2	1.8	-10.6	17.7	-2.7	9.8
7	O=C(CCNC(=O)c1ccc(Br)cc1)NCc1ccco1	6.4	-2.9	-2.3	9.0	8.5	2.1	-6.4	6.2	-2.4	-7.0	5.4
8	O=C(Cn1cnc2cc([N+](=O)[O-])ccc2c1=O)NCc1ccccc1	-4.3	5.4	0.5	13.3	0.5	-0.6	2.5	1.1	3.2	4.8	1.5
9	COc1cc(NC(=O)c2cccs2)c(OC)cc1NC(=O)Cc1ccccc1	-10.9	-3.7	0.4	-17.2	3.2	-2.0	13.8	5.8	15.2	-2.6	-7.1
10	O=C1/C(=C/c2ccc([N+](=O)[O-])cc2)C=C(c2ccccc2)N1c1ccccc1	-1.7	2.3	2.4	-1.3	3.2	-0.8	-18.3	7.9	15.3	-8.3	-57.0
11	Cc1c(O)ccc2c(CC(=O)N[C@@H](Cc3ccc(O)cc3)C(=O)O)cc(=O)oc12	-5.4	-11.6	/	4.9	/	27.7	15.7	1.5	-25.5	-19.7	6.7
12	CC1(C)c2[nH]c3ccccc3c2C[C@H]2C(=O)N(CCCO)CC(=O)N21	4.1	-4.9	-2.0	-1.7	-0.6	-2.5	-9.5	-11.4	8.7	-5.3	20.1
13	Cc1ccc(C(=O)COC(=O)CCCC(=O)NC2CCCCC2)cc1[N+](=O)[O-]	-3.3	4.9	-1.4	-2.9	-2.0	3.2	1.3	-15.8	10.4	-5.4	10.2
14	Cc1ccccc1Nc1nc(Cl)c(C=O)s1	15.3	-8.0	-2.0	-25.8	9.5	0.8	-23.3	-10.2	-1.5	-9.2	4.4
15	O=C(Nc1cc(Cl)ccc1N1CCCC1)C1=COCCO1	0.1	-2.8	-8.2	-0.4	2.0	8.0	10.7	-23.9	3.5	-2.0	-5.1

The list goes on.
#	canonical_smiles	KKLEB cytotox	Vif inh	NR2E3 ag-1	Shn3 inh set2	TRPM1 prom inh	PDI turbidity	CF NFkB inh	NR2E3 ag-2	Peg3 promoter	CaV13 FRET inh	HIF-2a block
16	CC(C)(C)C(=O)O/N=C1/C(=O)N(c2ccccc2)c2ccccc21	10.1	/	1.7	1.9	-0.1	-4.2	3.2	-11.0	26.5	-2.0	20.4
17	COc1ccc(CNC(=O)CC(C)CC2=NS(=O)(=O)c3ccccc3N2)cc1 (configuration not stated)	-0.4	6.8	2.9	-0.9	/	8.6	-13.9	11.3	0.4	-6.4	-4.0
18	COc1ccc(CNC(=O)CSCc2cnn(-c3ccccc3)c2-n2cccc2)cc1	1.6	0.4	2.3	24.2	3.5	9.1	3.7	-14.2	0.0	-5.5	16.9
19	COc1ccc(-n2c(Cc3cc(=O)[nH]c(=O)[nH]3)nnc2SCc2ccccc2)cc1	2.3	26.2	4.2	-10.4	9.6	-0.7	-16.9	9.6	-11.9	/	9.4
20	Cc1nn(C(=O)c2cccnc2)c(C)c1C	3.8	-5.6	0.2	-0.4	-4.1	-1.2	-2.1	-13.6	21.5	-3.6	11.2
21	COC(=O)c1cn(C(=O)OC)c2ccccc12	1.1	18.9	2.1	-9.7	-11.4	-3.2	-17.7	-23.7	-1.3	-5.8	13.8
22	CC[C@@H](C)[C@H](NC(=O)CCc1c(C)c2cc3c4c(oc3c(C)c2oc1=O)CCCC4)C(=O)O	0.3	/	5.6	20.6	4.4	16.8	0.6	-7.3	-48.0	-3.6	56.9*
23	O=C(NC1CCCCC1)NC1CC2CCCC(C1)N2C1CCCC1 (configuration not stated)	3.4	-3.4	3.4	7.1	-14.8	2.4	0.7	-1.6	-0.7	-4.2	10.1
24	Cc1nnc(NC(=O)Nc2cccc(Cl)c2)s1	9.1	/	0.8	-36.3	-65.1	2.3	30.1	-82.9	-184.8	-2.1	-199.5
25	CN(C)CCOc1ccccc1C(C)(C)C	-5.4	0.1	0.7	-20.7	3.0	-11.1	-8.2	-22.1	19.1	-5.3	1.5
26	CCc1nnc(NC(=O)CN2CCN(CC)CC2)s1	-1.6	4.4	0.1	-8.4	4.4	2.0	9.4	18.3	18.0	-5.2	8.8
27	Cc1ccc2nsnc2c1NC(=O)c1ccccc1[N+](=O)[O-]	0.6	-22.1	-0.2	-2.3	2.6	1.6	6.4	8.2	3.7	-3.6	9.9
28	CC(C)c1nn2c(=O)cc(CSc3ccccc3NC(=O)c3ccccc3F)nc2s1	10.0	7.9	-0.1	-0.9	-1.1	-5.7	0.1	-1.7	-22.8	-7.1	0.3
29	COc1cc2c(cc1OC)CN(CC(=O)Nc1ccc(C#N)cc1)CC2	-9.4	7.1	1.3	-17.4	6.2	6.8	-13.9	16.6	9.4	/	16.3
30	CCCCn1c(=O)c(C(=O)OCC)c(O)c2ccccc21	4.9	-1.4	-0.1	-0.3	-12.0	-11.2	-14.9	2.3	13.6	-2.4	7.9

Next part.
#	canonical_smiles	KKLEB cytotox	Vif inh	NR2E3 ag-1	Shn3 inh set2	TRPM1 prom inh	PDI turbidity	CF NFkB inh	NR2E3 ag-2	Peg3 promoter	CaV13 FRET inh	HIF-2a block
31	CN(C)CCCNC(=O)N1c2ccccc2Sc2ccccc21	3.7	-1.4	3.2	5.1	11.2	6.7	-7.1	-8.0	2.6	-0.4	16.2
32	COc1ccc(NC(=O)CCn2ccnc2)c(OC)c1	-1.0	17.6	-1.0	3.7	-5.2	7.7	-1.0	2.9	0.9	-19.6	11.3
33	O=C(NNCC(O)COc1ccccc1)c1ccccc1 (configuration not stated)	9.2	?	2.3	-3.3	18.3	21.6	-10.2	12.8	1.2	-4.6	2.6
34	O=C(NC(Cc1ccccc1)C(=O)O)OCC1c2ccccc2-c2ccccc21 (configuration not stated)	2.1	-7.1	-6.8	3.4	-5.5	8.6	-17.1	-27.6	-16.6	-4.9	-7.6
35	CNS(=O)(=O)c1cc(C(=O)OCC(=O)NC2CCCc3ccccc32)ccc1Cl (configuration not stated)	-4.4	-2.4	0.0	-3.1	1.8	0.3	-3.5	-22.1	-4.9	-5.3	28.4
36	O=C(O)c1ccc(NS(=O)(=O)c2cc(C(=O)O)ccc2Br)cc1	3.0	8.2	5.3	4.6	-12.1	-6.4	11.1	-23.1	10.6	-6.3	14.3
37	CCOC(=O)COc1cc(OCC(=O)OCC)c2c(=O)cc(-c3ccccc3)oc2c1	1.8	1.2	2.5	-11.2	-18.0	-6.6	-17.6	-1.1	11.9	-8.9	1.8
38	COc1cc(NS(=O)(=O)c2ccc(NC(=S)NC(=O)c3ccco3)cc2)nc(OC)n1	28.3	-10.8	1.6	-0.3	-3.5	-0.4	-13.5	-19.3	21.1	-0.3	10.8
39	O=C(NCc1ccccc1Cl)C1CCCN(S(=O)(=O)c2cnc[nH]2)C1 (configuration not stated)	11.6	9.4	-0.4	3.5	2.0	-6.8	-14.4	5.3	-8.9	4.9	10.6
40	Cn1ccnc1CC(O)(c1ccccc1)c1ccccc1	-6.1	0.0	1.3	9.2	14.1	0.6	11.0	-5.0	8.3	-1.1	7.6
41	CCCCCCC1CC(=CN(C)C)C(=O)O1 (configuration not stated)	-17.2	-0.2	/	-23.2	/	0.3	17.1	-17.4	8.2	-5.6	16.2
42	Cc1c(Cl)cccc1NC(=S)NC(=O)c1ccccc1	-3.6	-12.9	/	-8.8	/	-23.5	0.1	-99.7	-121.9	-5.8	-169.6
43	CCOC(=O)CSc1n[nH]c(-c2ccco2)n1	-1.7	4.8	-0.4	-4.2	11.3	/	-14.1	-20.8	1.0	13.3	10.2
44	Cc1ccc(/C=N/NC(=O)CSc2nnc(-c3ccccc3)n2-c2ccc(Cl)cc2)o1	11.6	-1.2	-1.6	6.5	-7.8	-3.3	-15.3	6.6	11.4	-2.7	13.1
45	CCCN1C2CCCC1CC(NC(=O)c1ccc(OC)cc1)C2 (configuration not stated)	-4.5	14.9	5.1	0.5	-9.1	-11.0	5.4	-1.5	11.3	-2.0	15.2
46	Cc1cccc(Cl)c1NC(=O)N1CCCN(c2ncccc2[N+](=O)[O-])CC1	8.8	-3.1	-2.5	8.4	-4.6	-7.9	-10.2	9.6	-58.2	-2.2	-40.3
47	CC(C)NS(=O)(=O)c1ccc(OCC(=O)N2CCN(c3ccccc3)CC2)cc1	7.3	-7.6	-2.1	-14.6	7.0	3.1	14.3	14.5	5.6	-2.5	13.5

Not a hit list; overall some 3.3% were active at least once.
